Source: PubChem (National Center for Advancing Translational Sciences (NCATS))
IL2 activator = qHTS of IL-2 Activators; IL-2 activation reporter assay, cell-based qHTS; stimulated with anti-CD3/CD4/CD28 beads; in transgenic mouse T cells; activation, % (series mostly up to about 46 µM); 360,000 tested, 0.065% active; AID 652025, 2013; in the data active = activation above about 50%; inconclusive = mostly about 30% to 49%; note: 0% is about no effect
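Readout is EGFP and DsRed signal by fluorescent plate cytometry after 18 h at 37 degrees C. Transgenic mouse T cells (750/well) received compound for 60 min before bead stimulation (anti-CD3, anti-CD4, anti-CD28); memory T cells served as non-tolerant control.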
Nrf2 inh = Nrf2 qHTS screen for inhibitors; A549 ARE-Fluc reporter, luciferase luminescence, 18-24 h; Potency, µM (top dose mostly 46 µM), for the others: at the highest dose activity change, negative = inhibition, most hits filed as inhibitors; AID 504444, 2011; 360,000 tested, 2.1% active; note: potency is the fitted concentration of half-maximal effect; % is set by controls: 0 for no effect and ±100 for the full control effect; nearly all actives have a fitted effect of over 60% in size
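Concentration-response testing used A549 ARE_Fluc cells at 5000 cells/well. Following an 18-24 h compound incubation, viability was read by fluorescence (Ex 405/Em 525) and luciferase output by luminescence.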
Nrf2 activator = qHTS of Nrf2 Activators; AREc32 ARE-luciferase reporter (MCF7-derived line), luminescence, 24 h; Potency, µM (doses to about 46.1 µM), inactives show at the highest dose activation, usual class: activators; 410,000 tested, 0.31% active; note: potency is the fitted concentration of half-maximal effect; % of control where 0% means no effect; nearly all actives have a fitted effect of over 65% in size
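Each well held 1000 AREc32 cells, which were incubated with compound for 24 hr at 37 deg C after overnight attachment, and ARE reporter activity was quantified by firefly luciferase luminescence.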
ATXN2 expr inh = Primary qHTS for Inhibitors of ATXN expression; HEK-293 ATXN2-luciferase reporter, luminescence, 24 h; 360,000 tested, 0.72% active; Potency, µM (doses to about 57 µM), for inactives: at the highest dose activity change, negative = inhibition, usual class: inhibitors; note: potency is the fitted concentration of half-maximal effect; % is set by controls: 0 for no effect and ±100 for the full control effect; nearly all actives have a fitted effect of over 55% in size
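ATXN2-luciferase reporter cells (luciferase flanked by upstream and downstream ATXN2 gene portions) were treated 24 h at 37 °C with compounds at up to 57 uM. SteadyGlo luminescence gave expression; GF-AFC fluorescence gave viability.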
EPAC2 agonist = qHTS for Agonist of cAMP-regulated guanine nucleotide exchange factor 4 (EPAC2): primary screen | Potency, µM (doses to about 154 µM), inactives show top-dose activation, actives largely listed as activators | EPAC2 activation, biochemical qHTS; response scale: 100% = 6.5 mM cAMP response | AID 720711, 2013 | 360,000 tested, 0.079% active; note: potency is the fitted concentration of half-maximal effect; nearly all actives have a fitted effect of over 50% in size
Target sequence (Q8WZA2 whole entry, looked up): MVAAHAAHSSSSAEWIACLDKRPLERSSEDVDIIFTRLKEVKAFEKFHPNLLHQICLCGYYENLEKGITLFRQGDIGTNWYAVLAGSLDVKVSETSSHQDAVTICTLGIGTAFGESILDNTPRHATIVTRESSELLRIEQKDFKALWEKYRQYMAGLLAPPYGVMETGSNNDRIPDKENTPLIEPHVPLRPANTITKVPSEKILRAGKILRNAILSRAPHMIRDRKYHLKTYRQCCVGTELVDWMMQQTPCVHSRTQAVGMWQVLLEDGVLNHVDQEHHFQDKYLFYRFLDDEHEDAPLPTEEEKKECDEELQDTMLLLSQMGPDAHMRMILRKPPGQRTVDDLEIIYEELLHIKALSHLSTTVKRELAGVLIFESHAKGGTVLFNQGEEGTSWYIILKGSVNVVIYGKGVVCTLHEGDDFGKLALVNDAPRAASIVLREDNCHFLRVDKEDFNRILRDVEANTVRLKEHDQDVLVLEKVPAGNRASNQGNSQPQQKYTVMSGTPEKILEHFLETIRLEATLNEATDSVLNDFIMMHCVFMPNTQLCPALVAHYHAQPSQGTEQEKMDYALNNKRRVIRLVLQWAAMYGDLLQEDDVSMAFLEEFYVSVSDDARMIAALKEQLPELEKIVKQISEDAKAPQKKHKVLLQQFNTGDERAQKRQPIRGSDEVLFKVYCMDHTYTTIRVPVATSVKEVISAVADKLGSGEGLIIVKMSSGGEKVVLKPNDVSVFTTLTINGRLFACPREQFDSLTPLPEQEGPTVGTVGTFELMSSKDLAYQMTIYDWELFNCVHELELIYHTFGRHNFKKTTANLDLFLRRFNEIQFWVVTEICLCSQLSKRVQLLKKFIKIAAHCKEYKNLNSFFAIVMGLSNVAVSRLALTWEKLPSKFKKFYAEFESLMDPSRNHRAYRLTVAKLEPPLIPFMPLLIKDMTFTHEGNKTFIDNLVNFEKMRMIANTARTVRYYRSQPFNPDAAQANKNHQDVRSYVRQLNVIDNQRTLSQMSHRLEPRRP
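In this primary screen, activation is scored as increased exchange of BODIPY-GDP from Rap1B by 100 nM EPAC2, with 50 uM GDP as competitor. Signal is normalized to the 6.5 mM cAMP agonist control.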
TGFb inhibitor = qHTS for Inhibitors of TGF-b. HepG2 CAGA-GFP TGF-b/SMAD3 reporter, GFP fluorescence, 18 h; TGF-beta stimulated, 500 pg/mL final. Potency, µM (titrated, usually from 46.1 µM), for inactives: at the highest dose activity, negative = inhibition, actives largely listed as inhibitors. 410,000 tested, 1.2% active. AID 588855, 2011; note: potency is the fitted concentration of half-maximal effect; % is set by controls: 0 for no effect and ±100 for the full control effect; nearly all actives have a fitted effect of over 65% in size
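Inhibition of TGF-beta-driven CAGA-GFP reporter expression in HEPG2 cells is measured by cellular GFP fluorescence after 18 h stimulation with 500 pg/mL recombinant TGF-beta in 1% FBS medium at 37 degrees C.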
HepG2 viability = qHTS for Inhibitors of TGF-b: Cytotox Counterscreen | AID 588856, 2011 | HepG2 CAGA-GFP viability, ATP luminescence, 18 h | Potency, µM (highest dose often 46.1 µM), for the others: at the top dose activity change, negative = cytotoxicity, most hits filed as cytotoxic | 410,000 tested, 0.76% active; note: potency is the fitted concentration of half-maximal effect; some results filed as inactive show a strong effect at the top dose
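CellTiter-Glo luminescence gave cytotoxicity after 18 hours at 37 degrees C. The cells were HepG2 CAGA-GFP in 1% FBS DMEM, stimulated with 500 pg/mL TGF-beta after compound addition. %Activity was normalised to no-cell wells (complete cell-killing) and DMSO (no toxicity), and curves were fitted and classified.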
A549 tox = Nrf2 qHTS screen for inhibitors: counterscreen for cytotoxicity. A549 ARE-Fluc cells, CellTiter-Fluor viability, 18-24 h. 390,000 tested, 0.16% active. Potency, µM (highest dose often 46 µM), for the others: top-dose activity change, negative = cytotoxicity, hits mostly inhibitors; note: potency is the fitted concentration of half-maximal effect; % is set by controls: 0 for no effect and ±100 for the full control effect
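A549 ARE-Fluc cells in 5% FBS OPTI-MEM, 5000 cells/well, rested 2 h then exposed to compounds in concentration-response for 18-24 h at 37 °C. Viability by CellTiter-Fluor fluorescence (Ex 405/Em 525) after 30 min; luciferase luminescence (BugLite, 15 min, RT) read afterwards.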
ATXN viability = Viability Counterscreen for Primary qHTS for Inhibitors of ATXN expression | Potency, µM (top dose mostly 56.7 µM), hits mostly cytotoxic | 400,000 tested, 0.49% active | S2 cells (HEK-293 line with an ATXN2-luciferase reporter) viability, CellTiter-Fluor protease fluorescence, 24 h; note: potency is the fitted concentration of half-maximal effect; nearly all actives have a fitted effect of over 40% in size
Starred values were filed as active, the others as inactive; i = inactive; ? = inconclusive; / = no result given; [ ] = dose if it differs, or a comment. Unless noted, calls come from the whole dose curve; as a rule, active = well fitted curve in the direction sought with a large enough effect; inconclusive = small, poorly fitted or top-dose-only effect, or another doubt; inactive = no such curve, though single readings can be large; an effect the other way counts as inactive or inconclusive.

Every second line gives: IL2 activator	Nrf2 inh	Nrf2 activator	ATXN2 expr inh	EPAC2 agonist	TGFb inhibitor	HepG2 viability	A549 tox	ATXN viability
> Clc1ccc(OCCCc2nc(-c3cccnc3)no2)c(Cl)c1
→ 0.0	?	0.3%	-16%	24%	-19%	-1%	6%	i
> CC1CCCCN1C(=S)Nc1ccc(S(=O)(=O)N2CCCCC2)cc1 (stereo not given)
→ -2.4	/	2.8%	/	9%	-14%	-71%	/	i
> CCOc1ccc(C(=O)c2cn(CC(=O)Nc3ccc4c(c3)OCCO4)c3ccc(OC)cc3c2=O)cc1
→ /	-2%	-0.4%	-2%	/	-18%	-3%	-3%	?
> C#Cc1ccc([C@H]2C=C(C(=O)NCc3nc4ccccc4[nH]3)O[C@@H](OCc3ccc(CO)cc3)C2)cc1
→ 2.0	17%	-0.6%	15%	-12%	12%	11%	-1%	i
> COc1ccc(F)cc1S(=O)(=O)NCc1ccccc1
→ -1.0	9%	-0.8%	2%	-13%	-1%	7%	-1%	i
> C/C(=N\N=C(/N)SC1CC(=O)N(c2ccc(Br)cc2)C1=O)c1cccs1 (stereo not given)
→ -1.4	?	24%	-19%	?	?	-37%	?	i
> O=C(NNc1ccc([N+](=O)[O-])cc1)c1ccccc1Cl
→ -3.6	23%	-0.2%	/	9%	-7%	-4%	13%	i
> Cc1cc(-c2cccs2)c2c(N)c(C(=O)c3ccc4c(c3)OCO4)sc2n1
→ -0.1	?	2.4%	-7%	-8%	-3%	1%	?	/
> CCO[C@H]1OC(C(=O)O)=C[C@@H](C2CCCCC2)[C@@H]1CCCO
→ -3.3	-5%	-0.4%	7%	4%	11%	8%	0%	i
> O=C(CSc1nnc(CCCN2C(=O)c3cccc4cccc(c34)C2=O)n1-c1ccccc1)N1CCN(CCO)CC1
→ -1.6	5%	2.2%	1%	3%	1%	4%	-6%	i
> COC(=O)c1sc(NC(=S)NC(=O)c2ccc(C)cc2)nc1C
→ -0.5	4%	7.3%	18%	0%	?	-6%	-4%	i
> O=C(Cc1cccc([N+](=O)[O-])c1)NCc1nc2cccnc2n1Cc1ccc(F)cc1
→ /	/	0.5%	/	/	-24%	-10%	4%	/
> O=S(=O)(NCC(c1cccnc1)N1CCN(c2ccccc2)CC1)c1cc(F)ccc1F (stereo not given)
→ -1.0	13%	0.6%	5%	16%	3%	-31%	-5%	i
> CNC(=O)C1CCC(=O)N1Cc1ccccc1Cl (stereo not given)
→ -0.6	9%	0.1%	3%	12%	29%	-9%	12%	i
> O=C(CNC(=O)c1ccco1)NCC(=O)OCc1ccc(C(=O)Oc2ccc(Cl)cc2)cc1
→ -1.7	0%	-0.3%	/	-6%	1%	-20%	-10%	/
> CCOc1ccc(NC(=O)CCS(=O)(=O)c2ccc3c(c2)n(C)c(=O)c(=O)n3C)cc1
→ /	4%	-0.2%	/	/	/	0%	-13%	/
> CSc1ncc(Cl)c(C(=O)Nc2ccc(S(=O)(=O)N3CCC(C)CC3)cc2)n1
→ /	21µM*	0.2%	-27%	/	?	-27%	-9%	?
> S=C1NC2(CCCCC2)NN1c1ccccc1
→ -2.1	3%	1.0%	-25%	4%	0%	-1%	-11%	i
> CCOc1ccccc1C(=O)NC1CCN(CC(=O)Nc2cc(OC)ccc2OC)CC1
→ 0.1	23µM*	0.5%	/	12%	-14%	-22%	0%	?
> O=C(O)C1CC=CCC1C(=O)NCc1ccc(Cl)c(Cl)c1 (stereo not given)
→ 1.2	?	-0.3%	-3%	-3%	-2%	-4%	-3%	i
> C[C@@H]1C=C[C@](Cc2ccccc2)(C(=O)NCC2CC2)N1C(=O)c1ccccc1
→ -2.0	?	4.8%	58%[activator]	7%	?	-7%	-6%	i
> CN(C(=O)CSc1nc2ccccc2[nH]1)C1CCS(=O)(=O)C1 (stereo not given)
→ 0.0	-5%	0.0%	70%[activator]	4%	-1%	-1%	2%	i
> COc1cccc(NC(=O)CSc2nnc3[nH]c(=O)cc(-c4ccccc4)n23)c1
→ /	/	-0.6%	/	/	-14%	-14%	12%	/
> CC1CC(Nc2ccccc2)=NC1(C)C (stereo not given)
→ -1.3	4%	-0.2%	0%	0%	3%	31%	1%	i
> Cc1ccccc1CNC(=O)C(=O)NCC(c1ccc2c(c1)OCO2)N1CCOCC1 (stereo not given)
→ /	/	-0.1%	12%	/	-8%	2%	2%	i
> C[C@@H](O)[C@@H]1NC(=O)c2cc([N+](=O)[O-])cc(I)c2NCC[C@@H](C(N)=O)NC(=O)CNC1=O
→ 0.2	4%	0.2%	8%	7%	-9%	-57%	-17%	i
> Cc1cccc(C)c1N1CCN(C(=O)c2ccc3c(c2)OCO3)CC1
→ -1.1	0%	1.9%	-1%	22%	-15%	-23%	5%	i
> COc1ccc(NC(=S)N2CCC(c3ccc(C)cc3)C2)cc1 (stereo not given)
→ 0.2	?	-0.2%	16%	-10%	-3%	-16%	6%	i
> CC(=O)NCCNc1nc2c(-c3cccc(C)c3)nnn2c2ccc(Cl)cc12
→ /	0%	-0.1%	-2%	/	-8%	7%	2%	i
> N#C/C(=C(/O)C(Cl)(Cl)Cl)c1nc2ccccc2[nH]1
→ -0.8	18%	6.2%	/	-1%	-29%	-37%	1%	/
> O=c1ccc2cc(S(=O)(=O)NCCCc3ccccc3)ccc2[nH]1
→ -1.2	-10%	0.7%	-4%	10%	3%	6%	1%	i
> O=C(Nc1ccccc1)Nc1ccc(Cl)nc1Cl
→ -2.5	?	7.5%	0%	5%	?	17%	?	i
> Cn1cc(S(=O)(=O)c2ccccc2)c(=O)c2cc(F)c(N3CCCCC3)cc21
→ /	/	-0.8%	-3%	/	4%	-2%	3%	i
> CCc1ccc(NC(=O)C(=O)NCCc2sc(-c3ccc(OC)c(OC)c3)nc2C)cc1
→ /	/	-1.3%	5%	/	-1%	-5%	16%	?
> COc1ccc(CCNC(=O)C(=O)NCC2CCCN2S(=O)(=O)c2ccccc2)cc1 (stereo not given)
→ -3.7	-1%	-0.1%	0%	12%	-18%	-13%	8%	i
> CC(C)n1nnnc1-c1cccc(Cl)c1
→ -1.3	4%	0.0%	0%	0%	-31%	-1%	-7%	i
> COc1ccc(OC)c(NC(=O)CC2SC(=Nc3ccccc3)N(CCc3ccccn3)C2=O)c1 (stereo not given)
→ -1.7	?	2.7%	-16%	17%	?	-12%	-25%	i
> CCOC(=O)C1=C(C)Nc2ncnn2C1/C=C/c1ccccc1 (stereo not given)
→ -1.6	/	3.2%	-25%	-2%	3%	1%	-7%	i
> CCOC(=O)C1CCN(c2c(NCc3ccc(C(=O)NCCOC)cc3)c(=O)c2=O)CC1
→ -2.9	/	-0.6%	-8%	7%	7%	12%	-2%	i
> CCOC(=O)c1ccc(NC(=O)CC2SC(=NC)N(C)C2=O)cc1 (stereo not given)
→ 0.5	-23%	-0.7%	-7%	7%	-3%	1%	-11%	i
> O=C(CSc1nnc(-c2ccc(Cl)cc2)n1Cc1ccco1)NCc1ccc2c(c1)OCO2
→ -0.3	8%	0.2%	3%	5%	?	-28%	0%	i
> O=C(c1ccccc1N(Cc1ccccc1)S(=O)(=O)c1ccccc1)N1CCOCC1
→ -1.8	8%	0.3%	-12%	6%	11%	10%	1%	i
> CCOc1ccc(NC(=O)c2cnc(N3CCCC3)nc2C)cc1
→ /	/	-0.1%	-3%	/	1%	5%	-2%	?
> O=C(CSc1nnc(-c2ccc(F)cc2)n1CC1CCCO1)NCc1ccco1 (stereo not given)
→ -2.3	-4%	-1.0%	-6%	10%	9%	7%	0%	i
> NC(=S)Nn1c(-c2ccccc2)nc2ccccc2c1=O
→ 0.3	-5%	0.3%	6%	-3%	4%	9%	-3%	i
> CC1CCCN(C(=O)CN2CCN(C(=O)c3ccco3)CC2)C1 (stereo not given)
→ -2.2	-20%	-0.6%	4%	5%	0%	0%	-11%	i
> O=C(NNC(=O)c1cc(-c2ccc(Br)cc2)nc2ccccc12)c1csc(N2CCOCC2)n1
→ 7.1	?	3.2%	/	4%	-6%	-2%	-7%	/
> CCN1CCN(c2nc3ccccn3c(=O)c2/C=C(\C#N)S(=O)(=O)c2ccccc2)CC1
→ -0.2	9%	2.4%	6%	8%	-7%	16%	2%	i
> N#C/C(=C\Nc1ccc2c(c1)OCCO2)C(=O)NCc1ccco1
→ 1.5	6%	4.8%	10%	18%	8%	30%	2%	i

Nothing new here: 5 of the compounds above.
Every second line gives: IL2 activator	Nrf2 inh	Nrf2 activator	ATXN2 expr inh	EPAC2 agonist	TGFb inhibitor	HepG2 viability	A549 tox	ATXN viability
> O=C(CSc1nnc(-c2ccc(Cl)cc2)n1Cc1ccco1)NCc1ccc2c(c1)OCO2
→ -0.3	8%	0.2%	3%	5%	?	-28%	0%	i
> O=C(c1ccccc1N(Cc1ccccc1)S(=O)(=O)c1ccccc1)N1CCOCC1
→ -1.8	8%	0.3%	-12%	6%	11%	10%	1%	i
> CCOc1ccc(NC(=O)c2cnc(N3CCCC3)nc2C)cc1
→ /	/	-0.1%	-3%	/	1%	5%	-2%	?
> O=C(CSc1nnc(-c2ccc(F)cc2)n1CC1CCCO1)NCc1ccco1 (stereo not given)
→ -2.3	-4%	-1.0%	-6%	10%	9%	7%	0%	i
> NC(=S)Nn1c(-c2ccccc2)nc2ccccc2c1=O
→ 0.3	-5%	0.3%	6%	-3%	4%	9%	-3%	i
